# Tau fluor cs: counter-screen for tau fibril formation inhibitors | tau K18 P301L Alexa594 fluorescence, heparin fibrillization | Potency, µM (top dose mostly 57.7 µM), for inactives: at the top dose activity change, negative = decrease | 280,000 compounds, 0.93% hits; also: nearly all actives have a fitted effect of over 55% in size
#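 Human K18 P301L tau (15 uM unlabeled plus 0.24 uM Alexa 594-labeled, final) in 100 mM sodium acetate pH 7 was mixed with compound and 20 uM heparin and incubated 6 hr at 37 C.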
# Tau FP inhib: blocks human tau fibril formation measured by polarization; P10636; K18 P301L tau heparin fibrillization, Alexa594 FP, 6 h; Potency, µM (titrated, usually from 57.7 µM), without a hit: at the highest dose activity, negative = inhibition, most hits filed as inhibitors; 280,000 compounds, 0.39% hits; AID 1468; also: nearly all actives have a fitted effect of over 55% in size
# Target sequence (P10636 561-689 P618L limits assumed): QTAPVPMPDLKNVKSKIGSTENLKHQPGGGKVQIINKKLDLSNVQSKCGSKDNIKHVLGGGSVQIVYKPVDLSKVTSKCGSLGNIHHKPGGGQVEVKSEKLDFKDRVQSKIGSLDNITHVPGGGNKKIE
#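 Recombinant K18 P301L […], labeled with Alexa 594 at 0.24 uM over 15 uM unlabeled; heparin inducer 20 uM final; 37 C, 6 hr; FP endpoint.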
# Tau ThT inhib: tau fibrillization inhibition (ThT binding); AID 1460; 270,000 compounds, 2.1% hits; P10636; recombinant tau K18 P301L (four-repeat tau fragment), heparin-induced fibrillization, ThT fluorescence; Potency, µM (top dose mostly 57.4 µM), for the others: at the highest dose activity, negative = inhibition, hits mostly inhibitors; also: nearly all actives have a fitted effect of over 55% in size
#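 Tau K18 P301L fragment (15 uM unlabeled plus 0.24 uM Alexa 594-labeled) in 100 mM sodium acetate pH 7 with compound, fibrillization induced by 20 uM heparin for 6 hr at 37 C. Thioflavin T (30 uM) added, fluorescence read after 1 hr (ex 450, em 510 nm).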
# L3MBTL1 block: inhibitors of human L3MBTL1. 230,000 compounds, 0.66% hits. AlphaScreen L3MBTL1–H3K9me1 peptide binding. Q9Y468. Potency, µM (top dose mostly 57.1 µM), without a hit: at the highest dose activity, negative = inhibition, hits mostly inhibitors; also: nearly all actives have a fitted effect of over 60% in size
# Target sequence (Q9Y468 whole entry, looked up): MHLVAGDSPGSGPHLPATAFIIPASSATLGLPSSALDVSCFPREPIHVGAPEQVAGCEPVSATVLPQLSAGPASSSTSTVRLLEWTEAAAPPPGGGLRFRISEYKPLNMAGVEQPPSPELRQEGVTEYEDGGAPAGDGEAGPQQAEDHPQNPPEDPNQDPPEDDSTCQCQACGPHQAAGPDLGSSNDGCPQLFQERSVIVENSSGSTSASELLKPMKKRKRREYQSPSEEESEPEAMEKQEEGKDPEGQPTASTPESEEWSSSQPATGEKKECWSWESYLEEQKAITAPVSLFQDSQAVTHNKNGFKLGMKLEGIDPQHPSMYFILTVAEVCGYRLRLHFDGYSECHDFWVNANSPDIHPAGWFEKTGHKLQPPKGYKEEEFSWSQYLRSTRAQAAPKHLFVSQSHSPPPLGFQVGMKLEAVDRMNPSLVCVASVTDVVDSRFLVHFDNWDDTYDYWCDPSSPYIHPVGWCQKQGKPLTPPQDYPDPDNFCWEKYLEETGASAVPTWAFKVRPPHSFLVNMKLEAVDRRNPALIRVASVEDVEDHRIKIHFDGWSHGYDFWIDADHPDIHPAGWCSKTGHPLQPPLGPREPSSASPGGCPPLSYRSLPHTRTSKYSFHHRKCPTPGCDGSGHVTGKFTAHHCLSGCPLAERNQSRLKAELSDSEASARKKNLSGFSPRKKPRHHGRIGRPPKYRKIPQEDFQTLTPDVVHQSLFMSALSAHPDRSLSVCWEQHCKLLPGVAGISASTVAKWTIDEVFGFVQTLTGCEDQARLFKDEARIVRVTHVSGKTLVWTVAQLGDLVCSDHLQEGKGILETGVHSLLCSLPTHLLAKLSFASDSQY
#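 First, the protein-peptide complex forms for 30 min at room temperature (L3MBTL1 50 nM, biotinylated H3K9me1 peptide 75 nM). Next, compounds are pin-transferred and incubated 30 min. Finally, AlphaScreen beads are added and read after 30 min.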
# TRb-SRC2 inh: inhibitors of human thyroid hormone receptor beta-SRC2 interaction. TRbeta-SRC2 peptide binding, fluorescence polarization; receptor liganded with 1 µM T3. Potency, µM (top dose mostly 106 µM), for the others: at the top dose activity change, negative = inhibition, usual class: inhibitors. P10828. 280,000 compounds, 0.065% hits;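 also: plate controls were bound peptide for no effect and peptide without receptor for full effect; nearly all actives have a fitted effect of over 50% in size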
#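 Fluorescence polarization of 20 nM Texas Red SRC2 peptide with 0.6 uM human TRb ligand-binding domain, in Tris buffer with 1uM T3 and 5% DMSO. Incubated 5 hr ambient; normalized to unbound and bound controls.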
# ALDH1A1 inh: ALDH1A1 (human) enzyme inhibition; Purified ALDH1A1, NADH fluorescence, propionaldehyde substrate; Potency, µM (doses to about 75.3 µM), without a hit: at the highest dose activity, negative = inhibition, most hits filed as inhibitors; 220,000 compounds, 7.3% hits; AID 1030; active = well fitted inhibition curve with a large enough effect, not every such curve was filed as active; inconclusive = small, poorly fitted or top-dose-only effect, or another doubt; inactive = no such curve, though single readings can be large or run the other way;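 also: plate controls were no enzyme wells and a reference inhibitor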
# TR SRC2 fluor cs: counter-screen for TRb-SRC2 inhibitors: fluorescence interference; TRb/SRC2 Texas Red total fluorescence interference; Potency, µM (doses to about 106 µM), for the others: at the highest dose fluorescence change, negative = quenching; 280,000 compounds, 0.29% hits; active = well fitted curve in either direction with a large enough effect; inconclusive = small, poorly fitted or top-dose-only effect
#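 Human TRβ ligand-binding domain (0.6 uM) and Texas Red SRC2 peptide (20 nM) in Tris buffer with 1 uM T3 and 5% DMSO were incubated with pinned compound for 5 hr at ambient temperature. Total fluorescence was computed as S + 2P (555/632 nm).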
# GLA spleen mod: inhibitors or activators of human alpha-galactosidase in spleen homogenate. P06280. human spleen homogenate, 4MU-alpha-Gal fluorescence, 40 min. Potency, µM (series often up to 80 µM), without a hit: at the top dose activity change, negative = inhibition, actives largely listed as inhibitors. 240,000 compounds, 0.008% hits. AID 2107;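 also: 0% = enzyme with vehicle and -100% = no enzyme basal signal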
#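 qHTS titration in buffer at pH 5.0. Alpha-galactosidase activity in spleen homogenate was measured via 4-methylumbelliferone release from 1 mM fluorogenic substrate after 40 min at 37C and a pH 10 stop. AC50 came from Hill fits of control-normalized data.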
# The depositor's hits bear a star; ? = inconclusive; . = not tested or not shown; & = joins results of further samples; [ ] = another dose, or the depositor's remark. Unless noted, calls follow the shape of the dose curve; as a rule, active = well fitted curve in the direction sought with a large enough effect; inconclusive = small, poorly fitted or top-dose-only effect, or another doubt; inactive = no such curve, though single readings can be large; an effect the other way counts as inactive or inconclusive. Unless noted, % is scaled to controls: 0 for no effect and ±100 for the full control effect; potency is read from the fitted curve at half-maximal effect. Hits appear at their usual frequency; overall some 8.5% were active at least once.
SMILES,Tau fluor cs,Tau FP inhib,Tau ThT inhib,L3MBTL1 block,TRb-SRC2 inh,ALDH1A1 inh,TR SRC2 fluor cs,GLA spleen mod
Cc1ccccc1NC(=O)CSc1nc2ccccc2c2nc(CCn3cncc3C)nn12,3%&9%,2%&3%,?,-6%,0%&-1%,2%,-3%&-1%,7%
Cn1c(SCC(=O)N2CCCC2)nc2ccccc21,6%,3%,3%,2%,7%,?,-3%,4%
O=C(CN1CC(c2ccccc2)CC1=O)OCc1ccccc1F (stereo not given),0%,2%,-5%,-5%,-3%,8.9µM*,0%,7%
CCCC[C@@H]1C[C@H]1C(NC(=O)Cc1ccccc1)c1ccc(-c2ccccc2)cc1 (stereo not given in full),-15%,3%,-13%,.,5%,1%,1%,-3%
CC1(C)CC(=O)c2c(nn(-c3ccccc3)c2-c2ccncc2)C1,3%,9%,-2%,0%,-4%,14µM*,3%,-2%
C=CCN(c1ccccc1Cl)S(=O)(=O)c1cccc(C(=O)OCC(=O)N(C)C2CCS(=O)(=O)C2)c1 (stereo not given),-9%,3%,-5%,12%,-5%,5%,4%,-7%
COC(=O)c1cn(CC(=O)NCc2ccco2)c2ccccc12,8%,1%,7%,-5%[11.4 µM],3%,8%,-2%,5%
COc1cccc(CNc2ncn[nH]2)c1OCc1ccc(F)cc1,-6%,3%,-5%,4%,1%[53 µM],28µM*,1%[53 µM],6%
O=C(O)CCC(=O)Nc1ccccc1C(=O)N1CCN(c2ccc(Cl)cc2)CC1,1%,6%,-4%,7%,-4%,6%,1%,-5%
COC(=O)C=P(c1ccccc1)(c1ccccc1)c1ccccc1,1%,2%,-1%,.,-4%,13%,-3%,5%
CCCCN(CCCC)CC1OCc2ccccc2CO1,1%,1%,2%,3%,7%,9%,-1%,-5%
CN1C(=O)CC(N2CCN(CC(=O)N3CCCC3)CC2)C1=O (stereo not given),-3%,6%,-7%,8%,11%,2%,1%,-1%
C=CCNCCCOc1ccc(Cl)cc1Br,3%,5%,4%,7%,2%,8%,1%,-3%
CN(C)CCNC(=O)c1ccc(-n2c(-c3ccccc3)cc3c2CCCCC3)cc1,?,22µM*,1%,.,3%,.,3%,.
Cc1onc(C(=O)NC(C)c2ccccc2)c1[N+](=O)[O-] (stereo not given),-7%,-4%,-6%,.,-12%,-7%,-3%,0%
COCCN(C(=S)Nc1ccc(Cl)cc1OC)C1CCN(C(C)=O)CC1,-6%,-3%,-4%,.,3%,.,0%,-3%
CC1CN(CC(=O)Nc2ccccc2Sc2ccccc2)CC(C)O1 (stereo not given),-13%,5%,?,5%,-1%,-1%,-4%,1%
COc1ccc(N2CCN(C(=O)c3c4c(nc5ccccc35)C(=O)N(C3CCCCC3)C4)CC2)cc1,-2%,6%,-10%,.,-9%,.,2%,.
COc1ccccc1NC(=O)CN1C(=O)CSc2ccc(S(=O)(=O)N3CCCC3)cc21,-16%,-2%,-7%,.,-8%,.,-1%,.
COc1cccc(-n2c(Cc3cc(=O)[nH]c(=O)[nH]3)nnc2SCC(=O)N2CCCCCC2)c1,-2%,0%,-8%,8%,6%,?,-2%,5%
CCN1CC=C2C(C#N)=C(N)C(C#N)(C#N)[C@H](c3cccc(OC)c3OC)[C@H]2C1,-21%,?,?,-11%,-23%,?,0%,?
COc1ccc(C2N(c3cc(Cl)ccc3OC)C(=O)C3CCCN32)cc1 (stereo not given),1%,3%,-2%,-2%,5%,10µM*,-6%,-2%
CC1c2nc3ccccc3n2C(CC(=O)NC2CC2)C(=O)N1Cc1ccccc1 (stereo not given),-7%,0%,-10%,.,2%,12%,3%,-9%
CC(=O)N1CCc2c(sc3c2c(=O)n(Cc2ccccc2)c(=O)n3Cc2ccc(Cl)cc2)C1,-6%,-6%,?,.,-2%,.,-1%,.
O=C(Cc1coc(-c2ccc(F)cc2)n1)N1CCOCC1,1%,2%,1%,-7%,3%,3%,1%,5%

# Single entries from the entries so far.
# `CN1C(=O)CC(N2CCN(CC(=O)N3CCCC3)CC2)C1=O` (stereo not given) – ALDH1A1 inh: 2%
# `CC1c2nc3ccccc3n2C(CC(=O)NC2CC2)C(=O)N1Cc1ccccc1` (stereo not given) – Tau ThT inhib: -10%

# (more compounds)
SMILES,Tau fluor cs,Tau FP inhib,Tau ThT inhib,L3MBTL1 block,TRb-SRC2 inh,ALDH1A1 inh,TR SRC2 fluor cs,GLA spleen mod
CCOC(=O)C1CCN(C(=O)c2ccc(OCC)c(OCC)c2)CC1,-2%,3%,13%,-2%,-12%,10%,0%,?
COc1ccc(-c2cc(-c3n[nH]c(=S)n3-c3cccc4ccccc34)[nH]n2)cc1,-18%,-6%,?,?,-2%,-5%,0%,1%
COc1cc(Nc2nc(-c3ccccc3)c3cc(C)ccc3n2)cc(OC)c1OC,?,?,16µM*,-24%,2%,2%,-5%,-4%
O=C1CCCC2=C1C(c1ccccn1)Nc1ccc(C(=O)c3ccccc3)cc1N2 (stereo not given),6%,-5%,-3%,2%,-2%,-11%,2%,2%
COc1cccc(N(Cc2nnc3n2CCCCC3)C(=O)Nc2ccccc2)c1,7%&2%,3%&-3%,5%&2%,2%,-7%&-2%,-6%,1%&0%,-2%
CCOC(=O)C1CCCN(C(=O)CCc2ccccc2)C1 (stereo not given),5%,-6%,-1%,-3%,-21%,?,-2%,3%
O=C(COC(=O)c1cncc(Br)c1)NCc1ccc(Cl)cc1,-6%,-8%,-1%,-4%,-3%,.,-4%,5%
Cc1ccc2cc(CN(Cc3cccs3)Cc3nnnn3CC3CCCO3)c(=O)[nH]c2c1C (stereo not given),3%,5%,-18%,.,-7%,?,1%,0%
CCNC(=O)COc1ccc(CC)cc1,-3%,-4%,-5%,7%,-5%,9%,1%,2%
O=C(Nc1c(C(=O)Nc2cccc(C(F)(F)F)c2)oc2ccccc12)c1cc(=O)c2ccccc2o1,-15%,-10%,-3%,.,7%,.,-12%,.
O=c1c2cc(N3CCOCC3)ccc2[nH]c(=S)n1Cc1ccccn1,-10%,?,?,-15%[11.4 µM],-4%,?,-11%,10%
CCOC(=O)c1ccc(NC(=O)C2CCCN(c3cnccn3)C2)cc1 (stereo not given),-7%,-2%,0%,.,-4%,.,0%,.
CC(C)OC(=O)CSc1nnnn1-c1ccc2c(c1)OCCO2,-11%,7%,-9%,9%,-1%,-2%,0%,-4%
COc1ccc(C(=O)NCc2cccnc2)cc1S(=O)(=O)N1CCCc2ccccc21,-17%,4%,-7%,-12%,-4%,4%,1%,-1%
Cc1nn(C)c(C)c1S(=O)(=O)N(CC(=O)N1CCc2ccccc2C1)c1ccc(C(C)C)cc1,-13%,5%,?,.,-7%,11µM*,1%,1%
Cc1ccc(NC(=O)CCC(=O)N/N=C/C=C/c2ccccc2)cc1,-8%,-9%,-6%,5%,0%,1%,-1%,6%
C=CCn1c(SCc2csc(C)n2)nc2sc3c(c2c1=O)CCC(C)C3 (stereo not given),-1%,-5%,?,4%,-2%,-11%,4%,6%
Fc1cccc(Cl)c1CNCc1ccccc1Cl,-8%,-3%,-14%,.,-8%,8%,-4%,-3%
O=C(O)c1ccc2oc(=O)n(Cc3ccccc3)c2c1,13%,4%,10%,.,4%,.,0%,.
COc1cccc(Cn2c(OCC3CCCO3)nc3c2c(=O)n(C)c(=O)n3C)c1 (stereo not given),5%,2%,1%,6%,3%,7.1µM*,-5%,4%
Cc1cccc(C)c1OCc1nnc(SCC(=O)Nc2nccs2)o1,-6%,7%,-11%,.,-5%,0%,-1%,2%
COc1cccc(Nc2nnc(SCC(=O)N3CC(=O)Nc4ccccc43)s2)c1,?,10%,-16%,.,-1%,.,-2%,20%
O=[N+]([O-])c1ccccc1S(=O)(=O)N1CCN(CC2CC=CCC2)CC1 (stereo not given),-3%,-9%,9%,-15%,-5%,14µM*,0%,6%
COc1c2c(cc3oc(C)cc(=O)c13)OC(C(C)(C)OC1OC(CO)C(O)C(O)C1O)C2 (stereo not given),1%,3%,-1%,3%,8%,?,0%,-6%
CCn1c(Cn2nnc(-c3ccccc3)n2)nnc1SCC(=O)Nc1ccccc1,2%,-4%,3%,3%,1%,9%,-5%,-6%
CCN1CCN(c2cc(C)c3cc(NC(=S)N4CCC5(CC4)OCCO5)ccc3n2)CC1,-19%,9%,?,.,15%,?,0%,14%
Cc1cc(C)n(C(=O)c2cc3ccccc3c(=O)o2)n1,9%,6%,0%,3%,3%,0%,-2%,7%

# Full records, quoted from the list.
# Shown for `O=[N+]([O-])c1ccccc1S(=O)(=O)N1CCN(CC2CC=CCC2)CC1` (stereo not given) = Tau fluor cs: -3%; Tau FP inhib: -9%; Tau ThT inhib: 9%; L3MBTL1 block: -15%; TRb-SRC2 inh: -5%; ALDH1A1 inh: 14µM*; TR SRC2 fluor cs: 0%; GLA spleen mod: 6%
# Shown for `CCOC(=O)c1ccc(NC(=O)C2CCCN(c3cnccn3)C2)cc1` (stereo not given) = Tau fluor cs: -7%; Tau FP inhib: -2%; Tau ThT inhib: 0%; L3MBTL1 block: .; TRb-SRC2 inh: -4%; ALDH1A1 inh: .; TR SRC2 fluor cs: 0%; GLA spleen mod: .
# Shown for `COc1cccc(Cn2c(OCC3CCCO3)nc3c2c(=O)n(C)c(=O)n3C)c1` (stereo not given) = Tau fluor cs: 5%; Tau FP inhib: 2%; Tau ThT inhib: 1%; L3MBTL1 block: 6%; TRb-SRC2 inh: 3%; ALDH1A1 inh: 7.1µM*; TR SRC2 fluor cs: -5%; GLA spleen mod: 4%

# An excerpt from above, limited to Tau FP inhib.
SMILES | Tau FP inhib
CCN1CCN(c2cc(C)c3cc(NC(=S)N4CCC5(CC4)OCCO5)ccc3n2)CC1 | 9%
Cc1cc(C)n(C(=O)c2cc3ccccc3c(=O)o2)n1 | 6%

# Screening results as filed in PubChem BioAssay.
